CIT2 TOR yeast = modulators of CIT2-GFP expression in yeast, primary screen, S. cerevisiae, GFP fusion, multiplex flow cytometry, MLPCN library | S. cerevisiae CIT2-GFP strain, 3 h; 100 means same as DMSO wells | GFP response vs DMSO, % at 10 µM | 320,000 compounds, 0.065% hits;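 active = GFP response relative to DMSO above a set limit, near the screen mean plus 3 SD, cut at about 150% in these data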;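 also: ratio of well median GFP fluorescence to mean of DMSO wells on the plate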
MEP2-GFP yeast = modulators of MEP2-GFP levels in yeast, primary screen, S. cerevisiae, multiplex flow cytometry, MLPCN library. GFP response vs DMSO, % at 10 µM. S. cerevisiae MEP2-GFP strain, 3 h; 100% = DMSO control level. 330,000 compounds, 0.51% hits;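 active = GFP response versus DMSO above a set limit, roughly screen mean plus 3 SD, cut at about 180% in these data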;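 also: median GFP fluorescence of the barcode-gated MEP2-GFP cells per well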
VLA-4 inh = inhibition in human VLA-4 binding assay, primary screen, VLA-4 allosteric modulator project, MLPCN library, flow cytometry, VLA-4 expressing cells; ligand binding flow cytometry; 330,000 compounds, 0.2% hits; AID 2557, 2010; inhibition, % (about 7 µM as worked out from the volumes in the protocol); Integrin alpha-4 (Homo sapiens), P13612; in the data active = inhibition above about 50%
RPL19A TOR yeast = RPL19A-GFP expression modulators in yeast, primary screen, cell-based, S. cerevisiae, multiplex flow cytometry, MLPCN; 330,000 compounds, 0.3% hits; percent response vs DMSO, % at 10 µM; AID 2025, 2009; S. cerevisiae RPL19A-GFP strain, 3 h; stronger effect = lower value;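 active = percent response vs DMSO below 50%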;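 also: median channel GFP fluorescence of the barcoded RPL19A-GFP strain; ratio of sample median GFP to plate DMSO average so 100% = DMSO; lower means less RPL19A-GFP as with rapamycin TOR inhibition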
GRK2 aptamer HTS = compounds blocking aptamer binding on GRK2 – biochemical, human GRK2, bead flow cytometry, HTS, primary screen. 330,000 compounds, 0.59% hits. inhibition of aptamer binding, % at 10 µM. AID 488847, 2010. Beta-adrenergic receptor kinase 1 (Homo sapiens), P25098. FAM-aptamer displacement from GRK2;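 active = inhibition of aptamer binding above 40%, roughly 3 SD of noise, on plates passing a quality check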;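 also: median bead fluorescence of bound FAM aptamer so fluorescent compounds give negative values; no value below 0 was filed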
Target sequence (P25098 whole entry, looked up): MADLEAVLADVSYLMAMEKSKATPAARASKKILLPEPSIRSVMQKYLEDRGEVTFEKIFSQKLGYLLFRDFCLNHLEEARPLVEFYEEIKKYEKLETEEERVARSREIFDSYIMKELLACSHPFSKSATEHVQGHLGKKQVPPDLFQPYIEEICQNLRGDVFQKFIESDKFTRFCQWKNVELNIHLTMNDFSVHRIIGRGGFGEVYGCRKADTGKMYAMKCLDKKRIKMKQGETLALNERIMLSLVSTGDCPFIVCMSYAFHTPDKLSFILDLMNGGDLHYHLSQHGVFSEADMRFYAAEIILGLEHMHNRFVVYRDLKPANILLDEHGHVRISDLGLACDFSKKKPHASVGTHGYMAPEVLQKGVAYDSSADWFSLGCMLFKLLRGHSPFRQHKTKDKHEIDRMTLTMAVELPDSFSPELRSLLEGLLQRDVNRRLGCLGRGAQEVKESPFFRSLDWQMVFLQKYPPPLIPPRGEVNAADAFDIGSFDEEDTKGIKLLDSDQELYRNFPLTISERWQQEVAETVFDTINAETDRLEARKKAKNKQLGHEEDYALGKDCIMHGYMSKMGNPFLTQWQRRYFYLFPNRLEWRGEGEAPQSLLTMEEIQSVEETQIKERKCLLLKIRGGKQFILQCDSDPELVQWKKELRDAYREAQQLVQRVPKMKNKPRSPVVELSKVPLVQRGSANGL
LAP4-GFP MLPCN = modulators of LAP4-GFP expression in yeast, primary screen, S. cerevisiae, multiplex flow cytometry, MLPCN library; 3 h; median GFP as percent of DMSO wells; GFP response vs DMSO, % at 10 µM; 320,000 compounds, 0.34% hits;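 active = GFP response vs DMSO above a set limit, about the screen mean plus 3 SD, cut at about 150% in these data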
AGP1-GFP MLPCN = modulators of AGP1-GFP expression in yeast TOR pathway, primary screen, cell-based, multiplex flow cytometry, S. cerevisiae, MLPCN library; GFP response vs DMSO, % at 10 µM; 3 h; GFP as percent of DMSO wells; AID 2066, 2009; 320,000 compounds, 0.02% hits;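 active = GFP response relative to DMSO above a set limit, near screen average plus 3 SD, cut at about 150% in these data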;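 also: median GFP channel fluorescence of the gated AGP1 strain per well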
CR mimetic SO = reduction of superoxide in aged yeast, primary screen, HTS; S. cerevisiae aged cells, superoxide DHE fluorescence; stronger effect = lower value; AID 2690, 2010; superoxide response (% of plate mean), % at 10 µM; 330,000 compounds, 0.18% hits;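 active = superoxide response under a set limit, about three screen SD below normal, cut at about 65% in these data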;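 also: yeast aged for seven days with compound at 30 °C before DHE staining; 100% = average MFI of all compound-treated wells on the plate with controls excluded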
* hit, by the source's call; nt = not tested or not shown.

SMILES	CIT2 TOR yeast	MEP2-GFP yeast	VLA-4 inh	RPL19A TOR yeast	GRK2 aptamer HTS	LAP4-GFP MLPCN	AGP1-GFP MLPCN	CR mimetic SO
Fc1cccc(Cl)c1-c1nnc2ccc3ccccc3n12	97	97	21	97	1	100	97	89
COc1ccc(NC(=O)CC2SC(N3CCOCC3)=NC2=O)c(OC)c1 (stereo not drawn)	109	104	6	100	14	103	107	104
CCOC(=O)C12CNC(=O)C(C(=O)OCC)(CNC1=O)C2	91	93	1	89	1	94	92	97
CCOC(=O)c1ccc(-n2c(CN3CCOCC3)nc3ccc([N+](=O)[O-])cc3c2=O)cc1	99	89	6	96	1	105	107	105
Cc1ccc(NC(=O)CN2CCC(C(N)=O)CC2)cc1[N+](=O)[O-]	95	100	3	102	0	91	98	88
CCC(CC)C(=O)N1c2ccc(F)cc2CCC1C (stereo not drawn)	96	98	-1	98	0	105	99	94
Cc1ccc(NC(=O)COc2ccc(/C=C3/NC(=O)NC3=O)cc2)cc1	88	103	1	109	0	67	92	121
C/C(=N\N1CCN(Cc2ccccc2Cl)CC1)c1ccc([N+](=O)[O-])cc1	101	100	11	110	0	111	112	97
CC(=O)c1cnc2c(-c3ccccc3)c(C(F)(F)F)nn2c1C	98	99	-3	97	1	98	97	134
Cc1ccc(Cn2nnc3c(=O)n(CC(=O)NCc4ccc5c(c4)OCO5)cnc32)cc1	96	102	0	96	0	96	100	90
Nc1nc2c3ccccc3nc(Cc3ccccc3)n2n1	104	107	10	99	1	108	108	116
O=C1CC(c2ccccc2Cl)CC(O)=C1C=NCCCO (stereo not drawn)	88	113	2	91	1	85	84	97
C[C@]1(CO)CCC[C@@]2(C)C1CC[C@@H](CO)[C@@H]2CCc1ccoc1 (stereo partly drawn)	97	101	5	102	0	117	102	95
O=C(NCc1cccnc1)Nc1ccc(Cl)cc1	101	99	-1	104	0	101	105	107
COCCNC(=O)c1ccc(CN2CCC(Cc3ccccc3)CC2)cc1	108	108	14	106	0	103	105	103
CCN1CCN(/C=N/c2nc3c(s2)CCCC3)CC1	100	108	-1	103	2	99	107	117
Cc1ccc(N(CC(=O)NCCSc2ccccn2)S(=O)(=O)c2ccc(F)cc2)cc1	109	114	1	102	1	110	106	94
COc1ccnc(Oc2ccccc2)c1C(N)=O	99	103	13	95	0	100	99	101
CCCCCCCc1c(O)nc(SCCN2CCOCC2)[nH]c1=O	97	94	10	102	0	89	102	87
COc1ccc(C)cc1NC(=O)C(NCC1CCCO1)c1ccccc1 (stereo not drawn)	91	99	-1	100	1	87	89	105
CN(C(=O)CSc1nnc(-c2ccccc2)n1C)C1CCS(=O)(=O)C1 (stereo not drawn)	92	99	6	93	1	103	100	77
COc1ccccc1-c1sc2ccccc2c1C#CC1(O)CCCCC1	88	99	-1	95	2	116	96	95
Cc1ccc(Nc2c(-c3ccco3)nc3ccccn23)cc1	98	106	19	95	2	95	97	124
COc1ccc(N2CCN(C(C)C(=O)Nc3nnc(C)s3)CC2)cc1 (stereo not drawn)	102	103	-14	107	0	91	101	92
COC(=O)c1ccc(COc2ccccc2/C=C(\C#N)C(=O)Nc2c(C)cccc2C)cc1	106	105	-8	106	1	99	111	95
CCc1nnc2n1N=C(c1ccc([N+](=O)[O-])cc1)CS2	101	95	-1	96	1	102	102	100
CCCNC(=O)c1sc2c(c1C(=O)Nc1ccccn1)CCCC2	81	100	5	98	0	114	91	97
CC1CCN(C(=O)CCNS(=O)(=O)c2ccccc2)CC1	113	109	6	106	1	112	108	93
COc1cc(C(=O)Nc2cc(-c3cn4cccnc4n3)ccc2C)cc(OC)c1OC	93	92	13	89	1	98	97	106
CC(C)OC(=O)CC(=O)CSc1nc2c(cc1C#N)CCCCC2	95	95	-9	97	0	101	99	103
CCOC(=O)/C(C#N)=C\c1c(OCC)n(CC)c2ccccc12	97	108	-13	100	0	104	98	107
O=C(Cn1ccc([N+](=O)[O-])n1)NCC1CCCO1 (stereo not drawn)	105	93	4	103	1	64	84	92
Cn1c(Cn2c(=O)sc3ccccc32)nnc1SCC(=O)Nc1ccccc1F	103	109	12	101	1	100	107	98
Cc1ccc(Cl)cc1N1CCN(S(=O)(=O)c2c(C)noc2C)CC1	94	99	5	102	0	95	98	106
COc1cccc(C(=O)Nc2cccc(C(C)=O)c2)c1	108	108	10	106	1	104	103	97
CCOCCn1c(CN2CCCCC2)nc2c1c(=O)n(C)c(=O)n2C	114	93	-6	95	0	116	104	98

Shown with values under each structure: six of the compounds above.
Second line of a record: CIT2 TOR yeast, MEP2-GFP yeast, VLA-4 inh, RPL19A TOR yeast, GRK2 aptamer HTS, LAP4-GFP MLPCN, AGP1-GFP MLPCN, CR mimetic SO
> CC1CCN(C(=O)CCNS(=O)(=O)c2ccccc2)CC1
    113, 109, 6, 106, 1, 112, 108, 93
> COc1cc(C(=O)Nc2cc(-c3cn4cccnc4n3)ccc2C)cc(OC)c1OC
    93, 92, 13, 89, 1, 98, 97, 106
> CC(C)OC(=O)CC(=O)CSc1nc2c(cc1C#N)CCCCC2
    95, 95, -9, 97, 0, 101, 99, 103
> CCOC(=O)/C(C#N)=C\c1c(OCC)n(CC)c2ccccc12
    97, 108, -13, 100, 0, 104, 98, 107
> O=C(Cn1ccc([N+](=O)[O-])n1)NCC1CCCO1 (stereo not drawn)
    105, 93, 4, 103, 1, 64, 84, 92
> Cn1c(Cn2c(=O)sc3ccccc32)nnc1SCC(=O)Nc1ccccc1F
    103, 109, 12, 101, 1, 100, 107, 98

Whole records, quoted from the list:
O=C(Cn1ccc([N+](=O)[O-])n1)NCC1CCCO1 (stereo not drawn) as listed: CIT2 TOR yeast: 105; MEP2-GFP yeast: 93; VLA-4 inh: 4; RPL19A TOR yeast: 103; GRK2 aptamer HTS: 1; LAP4-GFP MLPCN: 64; AGP1-GFP MLPCN: 84; CR mimetic SO: 92
COC(=O)c1ccc(COc2ccccc2/C=C(\C#N)C(=O)Nc2c(C)cccc2C)cc1 as listed: CIT2 TOR yeast: 106; MEP2-GFP yeast: 105; VLA-4 inh: -8; RPL19A TOR yeast: 106; GRK2 aptamer HTS: 1; LAP4-GFP MLPCN: 99; AGP1-GFP MLPCN: 111; CR mimetic SO: 95

Next section.
SMILES	CIT2 TOR yeast	MEP2-GFP yeast	VLA-4 inh	RPL19A TOR yeast	GRK2 aptamer HTS	LAP4-GFP MLPCN	AGP1-GFP MLPCN	CR mimetic SO
CCOC(=O)C(=O)Nc1nnc(COc2ccccc2)s1	102	97	1	97	1	109	101	95
COc1ccc(-c2noc(N3CCC(C(=O)Nc4ccc(OC)c(OC)c4)CC3)n2)cc1	107	99	-1	103	83*	95	99	84
COc1ccc(OC)c(NC(=O)NCCCCc2ccccc2)c1	100	104	19	107	0	103	92	99
COc1ccc(S(=O)(=O)NCC2CCCN(CC(C)(C)C)C2)cc1 (stereo not drawn)	79	86	28	96	0	83	86	99
Cc1cc(=O)oc(C)c1C(=O)N1CCCCC1	98	96	7	98	0	87	98	94
COc1ccccc1NCC(=O)N/N=C/c1sccc1C	100	87	-1	93	0	89	94	110
CCC1C(C#N)=C(N)OC2=C1C(=O)CC(C)(C)C2 (stereo not drawn)	94	91	6	90	1	93	92	92
CC1CCc2nc(NC(=O)CN3CCOCC3)sc2C1 (stereo not drawn)	100	105	6	103	2	102	104	89
COC(=O)Nc1ncc(CN2CCC(c3ccccc3)CC2)s1	104	108	3	98	0	98	100	85
CCOc1ccc(N2CC(=O)Nc3ccccc3NCC2=O)cc1	103	106	4	99	16	102	102	112
CCn1nc(NC(=O)C(C)(C)C)c2cc3cccc(C)c3nc21	95	106	-9	103	50*	104	101	97
C=CCn1c(Cc2cccs2)nnc1SCC(=O)c1ccc2ccccc2c1	112	106	5	113	0	111	114	110
Clc1ccc2[nH]c3c(c2c1)CNCC3	117	106	3	106	0	129	121	90
O=C(CC1CC2CCC1C2)NC1CCCCCCC1 (stereo not drawn)	114	130	6	104	0	107	92	96
COc1cccc(S(=O)(=O)NCc2ccc(C(=O)NCc3ccccn3)cc2)c1	100	97	17	110	1	71	95	103
CCOC(=O)c1ccccc1NC(=O)Cn1cnc2c(oc3ccccc32)c1=O	96	99	13	101	0	101	102	105
CC(C)CCNC(=O)C1CCN(S(=O)(=O)c2ccc(-n3cnnn3)cc2)CC1	93	98	8	97	0	94	93	109
CC(C)(C)NC(=O)/C(=C/c1cccnc1)NC(=O)c1ccco1	98	94	-12	102	4	101	102	80
O=C(NCC(c1ccccc1Cl)N1CCCC1)C1CCN(C(=O)Nc2ccccc2)CC1 (stereo not drawn)	97	106	10	105	0	109	109	122
COc1ccc(CNC(=O)Cn2c(=O)n(CC(=O)N3CCCCC3)c(=O)c3sccc32)cc1	107	100	7	102	2	97	105	106
CC1(C(=O)N2CC3(CC(c4cccc(NC(=O)COc5ccc(Cl)cc5)c4)=NO3)C[C@@H]2C(N)=O)CC1 (stereo partly drawn)	88	94	-6	96	3	121	84	100
CCOC(=O)Cn1c(S(=O)(=O)Cc2cccc(F)c2)nc(-c2ccccc2)c1-c1ccccc1	nt	101	-2	103	0	97	102	109
c1cn2cc(CN3CCOCC3)nc2s1	102	106	3	103	0	107	104	82
CN(CC(=O)Nc1ccccc1Cl)C(=O)c1cc(=O)[nH]c2ccccc12	98	96	3	99	0	103	103	91

The final 3 records of the part above come first, to join the parts.
SMILES	CIT2 TOR yeast	MEP2-GFP yeast	VLA-4 inh	RPL19A TOR yeast	GRK2 aptamer HTS	LAP4-GFP MLPCN	AGP1-GFP MLPCN	CR mimetic SO
CCOC(=O)Cn1c(S(=O)(=O)Cc2cccc(F)c2)nc(-c2ccccc2)c1-c1ccccc1	nt	101	-2	103	0	97	102	109
c1cn2cc(CN3CCOCC3)nc2s1	102	106	3	103	0	107	104	82
CN(CC(=O)Nc1ccccc1Cl)C(=O)c1cc(=O)[nH]c2ccccc12	98	96	3	99	0	103	103	91
Cc1cccc(C(C)C)c1NC(=O)COC(=O)CNS(=O)(=O)c1ccccc1	105	100	-1	101	0	101	104	101
Cn1c(SCC(=O)Nc2nccs2)nnc1C1CC1	nt	142	6	110	2	99	106	99
CCOC(=O)N1CCN(C(=O)/C(=C\c2cccs2)NC(=O)c2cccs2)CC1	106	102	-14	106	0	90	97	111
CN(C)c1ccc(NC(=O)CN2CCN(S(=O)(=O)c3cc(Cl)ccc3Cl)CC2)cc1	102	106	-11	99	0	98	104	103
CC(=O)Nc1cc(C(C)C)c(O)c(C(C)C)c1	102	106	11	97	0	100	103	102
CCN(CC)S(=O)(=O)c1cccc2nsnc12	107	103	9	102	2	98	108	87
Cc1cc(NS(=O)(=O)c2ccc(NC(=O)CSc3nnc(-c4ccco4)n3C)cc2)nc(C)n1	106	112	9	109	0	101	106	131
CC(=O)NNC(=O)c1cc2c3ccccc3n(C)c2s1	98	107	5	116	6	105	123	107
CC(=O)c1c(C)[nH]c(C(=O)NCCN2CCC(C)CC2)c1C	94	103	24	97	0	99	93	93
